# NCI-60 one-dose screen, 48 h, at 10 µM unless noted. Numbers give growth in % (100 = growth as untreated, 0 = no growth, -100 = all killed).
# HOP-62: HOP-62 NSCLC; 80,000 tested, 3.9% active; AID 1794735
# MDA-MB-435: MDA-MB-435 melanoma. 82,000 tested, 7.8% active
# M14: M14 melanoma; 80,000 tested, 6.2% active; AID 1794745
# EKVX: EKVX NSCLC; 71,000 tested, 3% active
# RPMI-8226: RPMI-8226 leukemia cells | AID 1794781 | 77,000 tested, 7.5% active
# HOP-92: HOP-92 NSCLC cells | 71,000 tested, 6.3% active | AID 1794738
# A549/ATCC: A549/ATCC NSCLC; 81,000 tested, 3.7% active; AID 1794740
# CCRF-CEM: CCRF-CEM leukemia. 77,000 tested, 7% active
# Active calls of the source: *; . = not tested or not shown; & = joins results of further samples; ! = not confirmed by another sample; [ ] = remark or other dose. How the source made its calls: active means growth percent below 10; inactive means the rest.
SMILES,HOP-62,MDA-MB-435,M14,EKVX,RPMI-8226,HOP-92,A549/ATCC,CCRF-CEM
O=C1/C(=C/c2cn(-c3ccccc3)nc2-c2ccccc2)SC(=S)N1c1ccccc1,100,98,97,99,107,34,105,101
CCCc1n(Cc2ccc3ccccc3n2)cc[n+]1Cc1ccc2ccccc2c1,8.4*,-6.4*,3.1*,42,-7.1*,-19*,39,9.4*
NC(N)=NS(=O)(=O)c1ccc(N=Nc2c(N)[nH]n(C(=O)c3ccccc3)c2=O)cc1,115,107,101,108,107,103,100,123
CC(C)CCSc1nc(Nc2ccccc2)c(C#N)c(-c2ccccc2)n1,20,94,71,15,74,22,15,55
c1ccc2c(c1)OCCC2(c1c[nH]c2ccccc12)c1c[nH]c2ccccc12,53,80,59,72,46,49,41,66
COc1cc(NC(=O)c2ccccc2)c(OC)cc1N,98,95,92,82,91,50,113,90
COc1cc(CNC(=O)[C@]23CCC(C)(C)CC2C2=CCC4[C@@]5(C)CCC(OC(C)=O)C(C)(C)C5CC[C@@]4(C)[C@]2(C)CC3)ccc1OCc1cn(-c2ccc(Cl)c(Cl)c2)nn1 (stereo partly drawn),103,107,98,86,99,105,94,91
Oc1ccccc1/C=C/c1nc2ccccc2n2c(=S)[nH]nc12,104,106,108,105,96,96,110,104
CC/C=C\C/C=C\C[C@H](O)C/C=C1/C(=O)C=C[C@H]1C/C=C\CCC(=O)OC,38[8.25 µM],-14*[8.25 µM],13[8.25 µM],39[8.25 µM],3.2*[8.25 µM],59[8.25 µM],53[8.25 µM],-1.3*[8.25 µM]
N#C/C(=C\c1ccc2c(c1)OCO2)C(N)=O,79,101,91,89,81,83,85,93
O=C(NC(=S)Nc1ccc(S(=O)(=O)c2ccc(NC(=S)NC(=O)c3ccccc3)cc2)cc1)c1ccccc1,139,97,107,96,94,89,93,.
CC1(C)CC(=O)C2=C(C1)Nn1c(nc(-c3ccccc3)cc1=O)N=C2c1ccc(Cl)cc1,90,110,92,97,96,95,101,54
CCc1ncc(C(O)c2ccc(Cl)cc2)n1Cc1ccccc1 (stereo not drawn),105,83,93,73,70,52,94,85
NC(=O)c1ccccc1NC(=O)c1ccccc1C(=O)O,97,103,105,153,73,79,94,66
NS(=O)(=O)c1ccc(Nc2nc(N/N=C/c3ccc(-n4ccnc4)cc3)nc(Nc3ccccc3)n2)cc1,112,113,98,103,110,141,109,100
Cc1ccc(-c2nc([P+](c3ccccc3)(c3ccccc3)c3ccccc3)c(N3CCOCC3)o2)cc1,-41*,-6.6*,0.4*,18,-24*,-29*,9.9*,8.3*
Cc1nc2c(C)c(C(=O)Nc3ccccc3)sc2c(=O)[nH]1,104,101,115,104,103,116,98,101
CCOC(=O)c1ccc(NC(=S)NC(=O)c2ccc(Br)cc2)cc1,91,102,93,70,86,93,84,93
CCCCCCCCCCCCCCCCCCOc1ccccc1CC(=O)OCC[N+](CC)(CC)CC,41,11,27,43,-3.5*,6.8*,29,16
CCOC(=O)c1ccccc1OC(=O)NNc1ccccc1,71,50,57,93,.,.,74,25
COc1ccc(-c2cc(-c3cc(OC)c(OC)c(OC)c3)[nH]c(=O)c2C#N)cc1,13,74,97,66,72,-34*,59,77
COc1cc(C2=Cc3[nH][nH]c(=O)c3C(c3sc(N(C)Cc4ccccc4)nc3Cl)C2)cc(OC)c1OC (stereo not drawn),94,99,94,98,101,78,101,100
N#Cc1c(-c2ccc(F)cc2)nc(NN2C(=O)CCC2=O)nc1N1CCOCC1,98,99,98,95,97,94,91,89
O=S1(=O)CC2=C1/C=C/CCCC2,106,101,97,.,94,.,111,100
OC1(Cc2ccccc2)CCN(c2ccc3nnc(Cl)n3n2)CC1,99,99,104,.,102,99,96,99
O=C1c2ccccc2C(=O)N1CCCCl,103,108,114,.,96,89,105,.
CC(=O)NNc1nc(C)cs1,102,101,100,103,101,95,109,94
O=C(c1cccc(Cl)c1)N1CCN(c2ccnc3cc(Cl)ccc23)CC1,104,92,99,85,68,84,80,88
Cn1c(O)c(N=Nc2nc(-c3cc4ccccc4oc3=O)cs2)c2ccccc21,122,98,101,99,130,99,97,113
COc1nc(OC)nc(-c2cc(-c3ccc(Br)cc3)no2)n1,.,106,104,99,92,91,94,98
CC1CCN(CCCCCOc2ccc3oc4ccc(Cl)cc4c(=O)c3c2)CC1,77,21,-54*,75,35,.,48,40
Cc1ccc(C2=Nc3ccc(Cl)cc3C3=NCNC(=S)N23)cc1,94,103,108,90,88,74,89,98
S=c1nc[nH]c2c1cnn2-c1ccccc1,87,101,.,31,106,114,102,109
O=C1NC(=O)/C(=C\c2ccco2)S1,91,.,104,.,.,87,108,96
COc1cc(/C=C/C(=O)c2cc(-c3ccccc3)ccc2O)cc(OC)c1OC,84,55,97,54,12,61,85,8.5*
CCCN1C(=O)c2c(Br)c(Br)c(Br)c(Br)c2C1=O,102,101,96,88,73,.,102,75
COc1ccc(CSc2nc3cc(OC)c(OC)cc3c(=O)n2-c2ccccc2OC)cc1,99,103,104,.,97,94,105,100
COc1cccc(NC(=O)CCC(=O)O)c1,100,108,106,.,90,.,.,.
C=CCn1cc(-c2nc3ccccc3s2)c2cc(-c3ccc4c5c(cccc35)C(=O)N(CCN3CCOCC3)C4=O)ccc21,96,101,108,100,109,100,102,109
c1cnc2[nH]cc(-c3ccc(-c4c[nH]c5ncccc45)[nH]3)c2c1,66,94,63,.,.,55,82,22
Cc1oc(-c2ccc(Cl)cc2)nc1/C=C/C(=O)c1ccc(Cl)cc1,104,101,108,100,72,91,97,96
Nc1cc(S(=O)(=O)O)cc2cccc(O)c12,84,110,99,88,97,75,77,94
CCCCCCCCCCCCCCCCCCOP(=O)([O-])OC1CC[N+](C)(C)CC1,-72*,-67*!,-73*,42&36,-37*,-25*,38&17,-53*
CN=C(N)c1ccc(N)cc1,91,122,104,97,99,102,106,95
Cc1nc2[nH]c(=O)n(O)c(=O)c2s1,.,106,99,111,.,93,93,91
CCCCCCCCCC(=O)Oc1ccc(/C(=C(/C)c2ccccc2)c2ccc(OCCN3CCCC3)cc2)cc1,-1.8*,-59*,-58*,44,-22*,-19*,11,13
O=C(O)c1ccc(I)cc1,103,108,102,103,99,90,98,99
CNC(=O)Nc1ccc(S(N)(=O)=O)cc1,99,115,97,99,.,103,107,113
COc1ccc(NC(=O)c2sc3ncccc3c2N)cc1,87,102,106,.,102,105,94,108
CCOC(=S)SCC(=O)c1cccc([N+](=O)[O-])c1,81,81,69,.,87,81,88,72
Cc1[nH]n(C(N)=O)c(=O)c1N=Nc1ccc(S(=O)(=O)N=C(N)N)cc1,118,100,106,103,101,102,105,99
O=S(=O)(SC(=S)NCCNC(=S)SS(=O)(=O)c1ccc(Cl)cc1)c1ccc(Cl)cc1,.,104,112,107,100,152,98,42
COc1cc(/C=C/c2c(-c3ccc(Cl)cc3)nc3sc(-c4ccccc4)c(-c4ccccc4)n23)cc(OC)c1OC,97,96,92,.,90,.,79,92
CC(=O)c1ccc2ccccc2c1O,92,104,100,103,107,92,.,101
O[C@@H]1Cc2cc(OC(F)(F)F)ccc2N[C@H](c2ccco2)C1,.,86,114,95,92,71,90,100
CCOC(=O)c1sc(/N=C2\C(=O)Nc3ccc(F)cc32)nc1C,85,107,99,73,109,96,106,106
O=C1CSC(=S)N1/N=C\c1c(O)ccc2ccccc12,90,98,90,91,81,66,95,55
O=S(=O)(Nc1ccc(Cl)nn1)c1ccc(NC(=S)OCCO)cc1,92,104,102,95,109,86,105,118
Cc1ccc(S(=O)(=O)Oc2nncc(-c3ccccc3)n2)cc1,92,102,107,110,63,81,96,111
O=C(O)C1CCCN1C(=O)OCc1ccccc1 (stereo not drawn),127,102,99,117,112,122,94,112
# Later entries.
SMILES,HOP-62,MDA-MB-435,M14,EKVX,RPMI-8226,HOP-92,A549/ATCC,CCRF-CEM
CC1(C)CN1C(=O)Nc1ccc(Cc2ccc(NC(=O)N3CC3(C)C)cc2)cc1,.,99,107,101,93,101,103,93
O=C(O)c1nc[nH]c1C(=O)O,100,102,92,100,111,117,101,.
COc1ccccc1-n1c(-c2cc(O)ccc2C)cn2c3c(=O)[nH]c(=O)n(C)c3nc12,68,104,92,87,91,-1.5*,66,114
COC(=O)C1(C(C)C(=O)c2ccc(Cl)cc2)NC(=S)NC(=O)C1C#N (stereo not drawn),107,114,111,102,108,108,107,105
COc1ccc(-c2nn(-c3ccccc3)cc2/C=N/Nc2nc(Nc3ccccc3)nc(Nc3ccc(S(N)(=O)=O)cc3)n2)cc1,111,97,101,98,58,136,103,69
CC(C)c1ccc(NC(=O)Nc2ccc(NC(=O)CCCC(=O)Nc3ccccc3O)cc2)cc1,74,61,100,74,80,10,102,79
CCCCc1nc(/C=C/C(=O)C2C(=O)N(C)C(=O)N(C)C2=O)c(Cl)[nH]1,114,108,92,108,.,.,98,93
O=[N+]([O-])c1ccc(Nc2ccccc2)nc1,101,110,104,109,93,90,96,83
CCOC(=O)C1=C(C)NC(=O)NC1c1cccs1 (stereo not drawn),109,125,111,109,100,107,95,96
C=CCC(=O)OCC1CC2C=CC1C2 (stereo not drawn),101,101,102,102,104,106,103,100
O=c1c2c3c(sc2nc(SCc2nc(=S)[nH][nH]2)n1-c1ccc(Cl)cc1)CCCC3,91,119,110,101,112,93,102,107
Cc1sc(NC(=O)COc2ccc(-c3ccccc3)cc2)c(C(N)=O)c1C,102,102,95,.,.,94,93,99
Cc1cccc2[nH]c(=O)cc(-n3ncc(C#N)c3N)c12,105,105,93,84,109,105,102,107
Nc1cc(C(=O)Nc2ccc(C3=NCCN3)cc2)ccc1C(=O)Nc1ccc(C2=NCCN2)cc1,94,95,89,92,95,72,94,107
COc1cc(CNS(=O)(=O)c2ccc(C)cc2)ccc1OCc1cn(-c2ccccc2)nn1,97,100,99,88,68,68,91,89
COc1ccc(-n2c(=O)n(-c3nc4ccc(F)cc4s3)c(=O)c3ccccc32)cc1,97,114,106,117,95,.,90,96
O=C(CSc1nc(NC(=O)CN2CCN(c3cc4c(cc3F)c(=O)c(C(=O)O)cn4C3CC3)CC2)cc(=O)[nH]1)Nc1ccc(Cl)cc1,103,100,95,100,101,94,100,100
Cc1nc(-c2ccc(Cl)cc2)ccc1NC(=O)Nc1ccc2c(c1)OCO2,99,109,71,114,98,152,68,97
C[C@@]1(CCC#N)[C@H]2CC[C@@H]3[C@H]4[C@H](C(=O)/C=C/c5cccnc5)CC[C@]4(C(=O)NC4CCCCC4)CC[C@@]3(C)[C@]2(C)CC[C@H]1C(=O)/C=C/c1cccnc1,100,89,67,73,28,50,60,33
S=c1oc(-c2cc(-c3ccccc3)nc3ccccc23)nn1CN1CCN(c2ccccc2)CC1,90,97,98,107,107,90,97,109
N[C@@H](Cc1cn(-c2c3ccccc3nc3ccccc23)nn1)C(=O)O,97,104,107,101,100,108,102,97
O=C(Nc1cccnc1)c1ccc2nc(-c3ccccc3)c(-c3ccccc3)nc2c1,80,87,81,.,30,63,84,.
CC1(C)Cc2c(Br)c(Br)c(Br)c(OCC(O)CN3CCN(c4ccccn4)CC3)c2O1 (stereo not drawn),102,67,99,95,52,-5.3*,80,-14*
CC(=O)OCC(=O)[C@@]1(O)CC[C@H]2[C@@H]3CCC4=CC(=O)CC[C@]4(C)[C@H]3[C@@H](O)C[C@@]21C,95,94,79,59,71,59,82,79
COC(=O)c1c(NC(=O)C(F)(F)F)sc2c1CCC1(C2)OCCO1,102,104,101,100,.,119,103,102
O=C(O)CCNC(=O)C1CCC(=O)CC1,104,106,96,99,103,123,103,109
CC(C)(C)c1ccc(OS(=O)(=O)c2ccccc2)cc1,99,102,103,107,94,75,97,98
C/C(=C\c1cccs1)[N+](=O)[O-],102,103,92,98,105,109,95,100
Cc1cc(=O)oc2cc(OC(=O)CN3CCN(C)CC3)ccc12,99,100,98,92,103,89,102,99
N=c1c2cc(-c3ccccc3)oc2ncn1/N=C/c1ccc(Br)cc1,74,62,.,79,92,105,44,69
COc1ccc(-n2ncn(CCCn3cnn(-c4ccc(OC)cc4)c3=O)c2=O)cc1,90,102,102,102,90,96,104,97
CCN(CC)c1ccc(-c2nc3c4ccccc4c4ccccc4c3[nH]2)c(O)c1,109,97,91,82,109,76,100,99
CCCCNCCCC,96,110,108,.,.,107,104,100

# Screens: PubChem, NCI
